ssDAF12 agonist – S. stercoralis DAF-12 activation, primary screen; HEK293 ssDAF-12/GRIP1 lit1-tk-luc reporter, luminescence; % of 3 µM dafachronic acid response; AID 652126; activation, % at 6.8 µM; hit rate 1% among 370,000;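 active = activation above the mean over all tested compounds plus 3 SD, cut at about 0.9% in these data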;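 also: 0% = DMSO-only wells and 100% = 3 µM delta7-dafachronic acid wells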
hcDAF12 agonist – H. contortus DAF-12 activation, primary screen; hit rate 1.4% among 370,000; HEK293 hcDAF-12 lit1-tk-luc reporter, luminescence; 0% DMSO, 100% Δ7-dafachronic acid; activation, % at 6.8 µM;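 active = activation above the mean of all tested compounds plus 3 SD, cut at about 5.5% in these data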;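 also: 100% = response to 3 µM Δ7-dafachronic acid high control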
ADAM17 inh – inhibitors of human ADAM17; hit rate 0.83% among 370,000; P78536; recombinant ADAM17, EDANS/DABCYL FRET peptide cleavage; inhibition, % at 6.95 µM;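 active = inhibition above the mean of compounds lying between control limits plus 3 SD, set per campaign, cut at about 8.5% in these data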;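 also: 0% = DMSO-only wells as the low control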
Rev-erbA mod – modulators of human Rev-erb alpha DNA binding; P20393; Rev-erbα–FITC-DNA binding, fluorescence polarization, 90 min; activity, % at 10 µM; hit rate 0.79% among 370,000;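 active = activity above about 14%, limit read from the data; passing the limit was not always enough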;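 also: 0% = DMSO wells with 35 nM protein and 100% = DMSO wells with 750 nM protein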
Target sequence (P20393 whole entry, looked up): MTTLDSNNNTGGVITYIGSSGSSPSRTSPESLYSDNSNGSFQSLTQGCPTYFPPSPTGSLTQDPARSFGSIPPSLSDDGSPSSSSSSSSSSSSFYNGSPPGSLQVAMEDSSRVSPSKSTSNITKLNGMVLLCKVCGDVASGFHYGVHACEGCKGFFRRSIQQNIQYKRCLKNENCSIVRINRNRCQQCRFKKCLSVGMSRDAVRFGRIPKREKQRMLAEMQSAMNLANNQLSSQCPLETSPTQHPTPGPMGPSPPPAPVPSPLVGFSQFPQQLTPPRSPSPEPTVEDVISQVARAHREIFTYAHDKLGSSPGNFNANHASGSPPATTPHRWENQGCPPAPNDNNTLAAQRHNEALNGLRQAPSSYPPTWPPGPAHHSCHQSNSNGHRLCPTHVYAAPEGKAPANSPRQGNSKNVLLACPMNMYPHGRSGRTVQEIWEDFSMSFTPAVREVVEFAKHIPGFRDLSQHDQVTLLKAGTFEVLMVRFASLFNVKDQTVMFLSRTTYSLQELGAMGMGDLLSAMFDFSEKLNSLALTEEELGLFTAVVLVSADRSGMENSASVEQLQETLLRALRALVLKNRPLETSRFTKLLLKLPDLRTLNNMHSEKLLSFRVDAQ
PLCb3 inh – blocks human PLC-beta3 enzyme activity. Q01970. Purified PLC-beta3, fluorogenic substrate, fluorescence. inhibition, % at 12.2 µM. hit rate 0.18% among 370,000; in the data active = inhibition above about 11%;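 also: 0% = median of compound wells on plate and 100% = full blocker control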
DAX1 inh-1 – inhibitors of human orphan nuclear receptor DAX1 (NR0B1); P51843; HEK293 Gal4-DAX1 luciferase reporter, luminescence; inhibition, % at 6.75 µM; hit rate 0.99% among 340,000; AID 504766;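 active = inhibition above the mean over all tested compounds plus 3 SD, cut at about 4.2% in these data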;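 also: 0% = DAX1-transfected cells with DMSO and 100% = empty-vector control cells with DMSO; inhibition shows as a rise in luminescence from relieved DAX1 repression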
Target sequence (P51843 207-470 limits assumed): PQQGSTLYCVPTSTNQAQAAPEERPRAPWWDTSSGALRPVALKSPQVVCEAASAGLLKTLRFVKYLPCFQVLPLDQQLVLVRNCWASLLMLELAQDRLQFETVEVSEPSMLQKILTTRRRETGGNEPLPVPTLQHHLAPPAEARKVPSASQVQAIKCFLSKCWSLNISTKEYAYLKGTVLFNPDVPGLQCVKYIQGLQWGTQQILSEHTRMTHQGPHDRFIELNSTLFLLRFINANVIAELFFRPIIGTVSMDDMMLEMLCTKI
MBD2 DNA inh – inhibitors of human MBD2 binding to methylated oligonucleotide. AID 686964. TR-FRET. Q9UBB5. inhibition, % at 4.4 µM. hit rate 0.31% among 370,000; in the data active = inhibition above about 13%
hgDAF-12 ag – hgDAF-12 agonism, primary luciferase screen | HEK293 GAL4-hgDAF12 UAS-luciferase reporter, agonist luminescence; normalized to butyrate control | activation, % at 6.8 µM | hit rate 1.8% among 370,000 | AID 687014;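 active = activation above a cutoff set at the mean of all screened compounds plus 3 SD, cut at about 10% in these data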;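 also: 0% = DMSO wells and 100% = sodium butyrate wells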
SMARCA2 act – activators of SMARCA2 function; activation, % at 9.1 µM; hit rate 1% among 370,000; MG213 cells, MMTV-luciferase reporter, dexamethasone, overnight; in the data active = activation above about 7.8%;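 also: 0% = vehicle wells and 100% = reference activator wells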
PLCg1 inh – blocks human PLC-gamma1 enzyme activity; P19174; purified PLC-gamma1, fluorogenic substrate, fluorescence; inhibition, % at 12.2 µM; hit rate 0.84% among 370,000; AID 720700; in the data active = inhibition above about 9.5%
DAX1 inh-2 – DAX1 (NR0B1) inhibition, primary screen. inhibition, % at 6.8 µM. AID 652010. HEK293T StAR-luciferase reporter, SF-1/DAX-1 repression relief. hit rate 1.1% among 370,000;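 active = inhibition above the mean over all tested compounds plus 3 SD, cut at about 3.6% in these data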;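 also: 0% = DAX-1 cells with DMSO and 100% = cells lacking DAX-1 with DMSO; higher inhibition means more luminescence from relief of DAX-1 repression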
* marks the source's active call; other numbers are inactive results; i = inactive; . = no result given. No enrichment for hits; any-hit rate near 7.4%.

SMILES	ssDAF12 agonist	hcDAF12 agonist	ADAM17 inh	Rev-erbA mod	PLCb3 inh	DAX1 inh-1	MBD2 DNA inh	hgDAF-12 ag	SMARCA2 act	PLCg1 inh	DAX1 inh-2
Cc1ccc(CN2CCN(Cc3cnc(N(C)C)s3)CC2CCO)o1 (stereo not drawn)	-1.3	0.1	-5	-2	-9	-0.2	4	3.3	-2	-1	-0.3
O=C(O)C1CC=CCC1C(=O)N1CCc2ccccc21 (stereo not drawn)	-0.4	2.2	-3	-2	1	0.3	-1	-2.0	-2	-1	0.3
Cc1ccc(Cl)c2c1NC(=O)C2(O)CC(=O)c1ccc(F)cc1 (stereo not drawn)	-0.7	-0.3	1	-1	-1	-0.1	-8	1.7	0	1	0.4
CCCOc1ccccc1C1NC(=O)NC(C)=C1C(=O)OCCOC (stereo not drawn)	-1.7	-0.8	6	0	4	1.3	-5	-1.6	-2	5	0.2
COC(=O)N[C@H](c1ccccc1)[C@@]1(C)C[C@@H]1[C@@H](C)C(=O)Nc1ccc2ccccc2c1	-1.6	-1.5	4	4	-1	-0.2	-10	0.9	-1	0	-0.3
Cc1c(Cl)cccc1NC(=O)NCc1ccccn1	-0.7	2.3	-2	3	-4	0.3	-2	1.7	-2	2	-1.4
CN1C(=O)[C@H]2[C@@H](c3ccc(C(F)(F)F)cc3)N[C@]3(CCCN(CC4CCCCC4)C3=O)[C@H]2C1=O	-1.2	0.4	-5	2	3	-0.3	2	1.8	-3	-2	-0.5
O=C(NCc1ccncc1)C(=O)Nc1ccc2c(c1)OCO2	-1.2	-0.1	-1	-1	4	-0.5	-4	1.8	0	0	0.3
O=C(NC1CCCCC1)C(CCc1ccccc1)N1CCc2ccccc2C1 (stereo not drawn)	-1.1	2.1	1	1	0	.	-7	2.7	-2	-3	-0.5
CCCCn1c(-c2nonc2NC(=O)c2ccccc2Cl)nc2ccccc21	0.8	1.0	3	3	-4	3.1	-2	-0.3	-4	12*	1.0
CC(C)c1ccc2nc(SCC(=O)NCC3CCCO3)c(C#N)cc2c1 (stereo not drawn)	-0.9	0.8	-6	-2	-2	-0.6	0	1.9	2	-3	0.2
CCC(C(=O)Nc1ccccc1N1CCCC1)c1ccccc1Cl (stereo not drawn)	-1.2	-2.3	2	-3	-2	.	-1	1.3	-3	-3	-1.6
COc1ccc(S(=O)(=O)N2CCCCC2)cc1NC(=O)C1CC1	-1.6	0.1	4	4	-1	0.2	1	1.9	1	6	0.2
CCCCOc1ccc(NC(=O)[C@@H]2CCCN2C(=O)C2CCN(S(=O)(=O)c3ccc(C)cc3)CC2)cc1	-1.4	-1.4	1	-5	1	0.3	0	0.2	1	2	-0.3
COc1ccc(-n2nnnc2C(c2cc3ccccc3o2)N2CCN(C/C=C/c3ccccc3)CC2)cc1 (stereo not drawn)	-0.7	0.5	6	4	5	.	5	1.4	2	2	0.2
COc1cc(N=Nc2ccc(C(=O)N(C)C)cc2)c(C)cc1N	-0.5	3.0	1	12	4	-2.0	-11	5.5	1	3	1.1
CCOCCCn1c(-c2ccc(Cl)cc2)n[nH]c1=S	-0.3	-0.2	0	9	-2	-0.5	-2	0.0	-5	-1	1.6
CCN1CCN(C(=O)c2ccc(CS(=O)(=O)Cc3ccccc3C)o2)CC1	-0.9	-0.3	-2	-5	1	0.0	-1	1.3	-1	-12	-1.2
CCOC(=O)[C@]12CCCC=C1N(CCC1=CCCCC1)C(=O)[C@H](CC(=O)NCCCCc1ccccc1)C2	-0.9	-2.2	-1	-5	5	.	-5	0.4	-1	2	0.5
COC(=O)C1=C(C)NC(=S)NC1c1ccc(-c2ccccc2C(=O)OC)o1 (stereo not drawn)	-2.0	-1.2	-5	1	-36	-0.1	4	-2.9	-3	-20	3.0
O=C(NC(=S)N1CCCc2ccccc21)c1ccc(Cl)cc1	0.3	7.9*	-7	-2	-76	2.1	-5	3.8	1	-65	0.9
O=C(N/N=C/c1cc(Br)c(O)c(Br)c1)C1CC1	-0.9	-2.1	-15	0	-15	-1.1	0	3.8	1	-3	-0.2
Cc1ccc(-n2c(=S)sc3c(=O)n(-c4ccc(F)cc4)c(SCC(=O)O)nc32)cc1C	-1.7	0.1	-2	0	-4	1.2	2	-2.8	-2	0	-0.1
Cc1oc2c(CN3CCCC3)c(O)ccc2c(=O)c1-c1ccc(Br)cc1	-1.4	-0.2	-378	-6	i	-0.3	1	-2.2	-2	i	0.1
C=CCC1(CC=C)CCCN1Cc1nc(COc2ccccc2)no1	-1.1	1.1	-4	-3	-19	2.7	2	0.1	1	-8	0.6

Among those listed so far, 6 have a Cl atom.
SMILES	ssDAF12 agonist	hcDAF12 agonist	ADAM17 inh	Rev-erbA mod	PLCb3 inh	DAX1 inh-1	MBD2 DNA inh	hgDAF-12 ag	SMARCA2 act	PLCg1 inh	DAX1 inh-2
Cc1ccc(Cl)c2c1NC(=O)C2(O)CC(=O)c1ccc(F)cc1 (stereo not drawn)	-0.7	-0.3	1	-1	-1	-0.1	-8	1.7	0	1	0.4
Cc1c(Cl)cccc1NC(=O)NCc1ccccn1	-0.7	2.3	-2	3	-4	0.3	-2	1.7	-2	2	-1.4
CCCCn1c(-c2nonc2NC(=O)c2ccccc2Cl)nc2ccccc21	0.8	1.0	3	3	-4	3.1	-2	-0.3	-4	12*	1.0
CCC(C(=O)Nc1ccccc1N1CCCC1)c1ccccc1Cl (stereo not drawn)	-1.2	-2.3	2	-3	-2	.	-1	1.3	-3	-3	-1.6
CCOCCCn1c(-c2ccc(Cl)cc2)n[nH]c1=S	-0.3	-0.2	0	9	-2	-0.5	-2	0.0	-5	-1	1.6
O=C(NC(=S)N1CCCc2ccccc21)c1ccc(Cl)cc1	0.3	7.9*	-7	-2	-76	2.1	-5	3.8	1	-65	0.9

Going on with the list.
SMILES	ssDAF12 agonist	hcDAF12 agonist	ADAM17 inh	Rev-erbA mod	PLCb3 inh	DAX1 inh-1	MBD2 DNA inh	hgDAF-12 ag	SMARCA2 act	PLCg1 inh	DAX1 inh-2
Cn1c(CO)cnc1SCC(=O)c1ccc(Br)cc1	-1.3	-1.2	-2	-1	-2	-0.6	2	-2.7	5	-3	-0.3
CN(Cc1nc(Cc2cccc(F)c2)no1)CC1CCOCC1	-1.0	-1.2	-6	-1	-4	-0.1	-4	-1.5	-2	0	-0.1
CCC1CCCCN1CCCNC(=O)c1c(O)nc2c(C)cccn2c1=O (stereo not drawn)	-0.5	2.6	-17	-3	-53	-0.3	3	0.1	0	-30	-0.4
CCOC(=O)/C(C#N)=C/c1ccc(-c2ccsc2C(=O)OC)o1	-2.1	0.3	-1	-5	-8	1.7	1	1.6	0	-6	0.4
CCOC(=O)c1cc2c(=O)n3ccccc3nc2n(Cc2ccccc2)c1=N	-1.2	-1.6	-334	-1	-185	0.1	0	0.4	3	-149	0.1
CN(Cc1ccon1)Cc1cn[nH]c1-c1ccc(-c2ccccc2)cc1	-0.4	-0.2	0	2	0	-1.6	-1	3.9	-1	-1	0.4
CCOC(=O)C1CCN(c2c(NCCC(C)C)c(=O)c2=O)CC1	-1.6	1.6	-10	-7	-10	-0.3	-7	-2.2	-4	-1	0.5
Cc1csc2ncc(C(=O)N3CCc4ccccc43)c(=O)n12	-0.5	2.1	-8	-2	1	1.4	-2	2.5	0	-3	-0.3
CCCC(=O)OCC(=O)Nc1ccc(N=Nc2ccccc2)cc1	-0.2	5.7*	5	-5	9	3.2	-4	11*	2	9.6*	2.5
Cn1c(=O)cc(SCC(=O)NCC2CCCO2)c2ccccc21 (stereo not drawn)	-1.1	-0.6	-10	2	-2	-0.9	0	4.0	-1	0	0.0
COc1ccc(CC(=O)NCC2CCCN(Cc3ccccc3Cl)C2)cc1 (stereo not drawn)	-0.8	-1.3	0	4	-5	0.5	-1	-1.8	1	2	-1.1
O=C(N/N=C/c1ccccc1F)c1cc2c(ccc3ccccc32)o1	-0.9	-1.0	-10	-16	-27	0.9	1	-0.4	-2	-19	-0.9
O=C(COC(=O)Cc1ccc(F)cc1)Nc1ccc(Cl)cn1	-0.8	0.3	1	-3	-2	-0.4	6	3.1	2	-2	0.1
CN(CC(=O)Nc1cccc(F)c1)C(=O)CCCc1c[nH]c2ccccc12	-1.3	-0.8	4	4	-6	1.4	-5	-3.5	-2	-1	-1.1
O=C(NCc1cccnc1)Nc1cccc([N+](=O)[O-])c1	-1.0	-0.2	-3	2	-7	0.0	-3	0.9	1	-1	-0.1
O=S(=O)(c1ccccc1)N1CCCCC1CCc1ccccc1 (stereo not drawn)	-1.5	-0.9	2	6	3	-2.6	-1	0.9	-2	3	-0.5
CC(=O)c1c(C)[nH]c(C(=O)Nc2ccc(Cl)c(S(=O)(=O)N3CCOCC3)c2)c1C	-2.3	-3.4	1	1	-3	-1.1	-2	-7.3	-5	0	-1.8
CCN(Cc1nc2cc(Cl)ccc2c(=O)[nH]1)C(=O)c1cccc(NC(=O)c2cccs2)c1	-1.3	-1.9	4	5	-15	-0.6	-3	-4.0	-2	0	1.2
O=C(N[C@@H](Cc1ccccc1)C(=O)N[C@@H](Cc1ccccc1)C(=O)O)OCc1ccccc1	-1.2	-0.3	1	3	0	0.8	-1	2.2	1	-3	0.5
COc1ccc(CCNC(=O)Cn2c(=O)n(-c3ccc(F)cc3)c(=O)c3sccc32)cc1OC	-0.5	-2.3	-9	-4	-5	-1.4	6	-0.7	-5	-1	0.1
O=C(CO/N=C/c1ccccc1)N1c2ccccc2Oc2ccccc21	-1.0	2.4	2	4	-4	-0.1	0	-1.0	-7	3	0.0
O=C(NNC(=O)c1ccccc1F)c1ccc(S(=O)(=O)N2CCCCC2)cc1	-0.6	0.0	-5	-2	-1	-1.2	3	1.7	-2	3	-0.2
Cc1nn(-c2ccccc2)nc1C(=O)c1c(C)[nH]n(-c2ccccc2)c1=O	-0.8	-1.3	-6	4	-8	0.0	2	0.3	1	-1	0.4
CCc1ccc(NC(=O)CSc2nc(C)cs2)cc1	-1.0	-0.2	0	-1	1	2.0	6	1.6	-1	-1	-0.3
CC1CCCC(C)N1C(=O)CSc1nnc(NC(=O)Cc2cccs2)s1 (stereo not drawn)	-1.6	-1.4	1	4	2	-0.3	4	-0.9	1	3	-0.3
CC(=O)Oc1ccccc1C(=O)Nc1ccccc1C(=O)N1CCCCC1	-1.2	-0.5	-3	3	-21	-0.3	-3	2.2	0	-13	-0.3
CSc1cc(-c2ccccc2)n(Cc2ccc(Cl)cc2Cl)c(=O)c1C#N	-0.9	-2.2	-4	4	-1	0.3	3	-2.0	1	0	0.3
CCOc1ccc(Br)cc1S(=O)(=O)Nc1cccnc1	-1.1	-1.2	2	8	3	2.7	-4	-0.8	-2	-2	-0.3
CN(C)S(=O)(=O)c1ccc(Cl)c(NC(=O)CSc2nnnn2-c2ccc(O)cc2)c1	-1.9	-1.6	2	0	-9	0.0	1	0.0	1	-1	-1.6

Compound activity: PubChem, several laboratories
